Arr AP2 block – inhibitors of beta-arrestin/AP2 binding, primary screen, biochemical, GPCR trafficking, flow cytometry | beta-arrestin 1 C-terminal peptide binding to AP2 beta2-adaptin appendage (human) | FITC-arrestin peptide / GST-AP2 beads; AP2 beta2 appendage carries R879A mutation | AID 504490, 2011 | inhibition, % at 10 µM | 0.31% of 340,000 active;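 active = inhibition above a set limit, near 3 SD of compounds lacking own fluorescence, cut at about 54% in these data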;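 also: plate controls were DMSO wells for no effect and 5 µM unlabelled arrestin peptide for full effect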
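System: GST-AP2 R879A glutathione beads; medium: PBS, Tween 20 0.05%, BSA 0.1%; reagent: fluorescein-tagged arrestin peptide at 50 nM final; schedule: pre-incubation 12 min, peptide binding 1 h, room temperature; detection: flow cytometry, FL1 (488/535 nm); read-out: inhibition as reduced fluorescein signal on beads, percent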
Pemphigus Ab inh – inhibitors of pemphigus antibody binding to DSG3, primary screen, biochemical, bead-based, flow cytometry, scFv-GFP | Desmoglein-3 (Homo sapiens), P32926 | DSG3-coupled beads, scFv-anti-DSG3-GFP binding; stronger effect = lower value | 0.48% of 310,000 active | binding (percent of control), % at 10 µM;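 active = binding more than 3 SD below its plate's average and above zero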;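 also: hits lower antibody fragment binding to DSG3; some compounds called inactive have numbers as strong as hits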
PKA-R2B activ – activators of PKA-R2B holoenzyme, primary screen, biochemical, fluorescence polarization, Cy5-IP20, human; PKA-R2B holoenzyme dissociation; R2B truncated from residue 108, S112A mutant; 0% DMSO only, 100% 113 µM cGMP; AID 504700, 2011; activation, % at 11.4 µM; 0.079% of 340,000 active; cAMP-dependent protein kinase catalytic subunit beta (Homo sapiens) + cAMP-dependent …;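 active = activation above a cutoff set at the mean over all compounds plus 3 SD, cut at about 18% in these data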;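 also: higher means more holoenzyme dissociation and a rise in polarization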
V-ATPase pHluor – regulators of yeast V-ATPase proton pumping, primary screen, pHLuorin cytosolic pH fluorescence. response, % at 10 µM. S. cerevisiae. 0.37% of 350,000 active; in the data active = response mostly above about 7.3%, no sharp cut-off; inactive = mostly below about 5.4%; also: actives read high; inactives centre near 0; some compounds called inactive have numbers as strong as hits; reference of the scale not given here
MOR-DOR ag – agonists of OPRM1-OPRD1 heterodimerization, primary screen, cell-based, luminescence; cells; Mu-type opioid receptor (Homo sapiens) + Delta-type opioid receptor (Homo sapiens), …; activation, % at 9.3 µM; 0.3% of 340,000 active; AID 504326, 2011; in the data active = activation above about 18%;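 also: 0% = vehicle-treated cells and 100% = reference agonist; values of inactives mirror those of a sister screen read the other way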
DAGLB inhibitor – DAGLB lipase inhibitors, primary screen, biochemical, fluorescence, HTS; AID 504411, 2011; inhibition, % at 5.17 µM; Diacylglycerol lipase-beta (Homo sapiens), Q8NCG7; 0.059% of 340,000 active; HEK293T DAGLB membrane lysate, EnzChek fluorogenic substrate; in the data active = inhibition above about 34%;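 also: 0% = enzyme with vehicle and 100% = wells lacking enzyme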
Target sequence (Q8NCG7 whole entry, looked up): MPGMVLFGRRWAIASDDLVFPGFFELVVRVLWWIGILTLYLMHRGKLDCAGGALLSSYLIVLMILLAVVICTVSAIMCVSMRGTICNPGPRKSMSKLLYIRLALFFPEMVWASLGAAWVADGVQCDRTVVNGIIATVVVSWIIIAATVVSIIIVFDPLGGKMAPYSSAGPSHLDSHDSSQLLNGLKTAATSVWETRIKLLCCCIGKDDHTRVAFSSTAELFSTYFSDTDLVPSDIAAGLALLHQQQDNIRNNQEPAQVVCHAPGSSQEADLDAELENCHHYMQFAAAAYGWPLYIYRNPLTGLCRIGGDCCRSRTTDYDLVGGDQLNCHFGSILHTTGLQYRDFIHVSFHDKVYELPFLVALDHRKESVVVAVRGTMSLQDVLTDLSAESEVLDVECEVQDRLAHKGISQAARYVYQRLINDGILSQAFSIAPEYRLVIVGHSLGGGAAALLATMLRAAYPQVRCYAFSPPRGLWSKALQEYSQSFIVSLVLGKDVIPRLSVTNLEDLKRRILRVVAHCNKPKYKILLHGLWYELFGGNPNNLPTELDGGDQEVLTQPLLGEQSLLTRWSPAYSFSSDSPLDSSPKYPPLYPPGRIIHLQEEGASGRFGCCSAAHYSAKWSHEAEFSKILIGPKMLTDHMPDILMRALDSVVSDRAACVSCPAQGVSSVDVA
HTR5A ag – HTR5A agonists in luminescence cell assay, primary screen, counter-screen for OPRM1-OPRD1 heterodimer agonist project, full-deck HTS. AID 504692, 2011. 0.61% of 340,000 active. cell-based. activation, % at 9.3 µM. 5-hydroxytryptamine receptor 5A (Homo sapiens), P47898; in the data active = activation mostly above about 9.5%, no sharp cut-off; inactive = mostly below about 7.6%;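 also: 0% = cells with vehicle only and 100% = reference agonist; strong numbers were not always called active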
Target sequence (P47898 whole entry, looked up): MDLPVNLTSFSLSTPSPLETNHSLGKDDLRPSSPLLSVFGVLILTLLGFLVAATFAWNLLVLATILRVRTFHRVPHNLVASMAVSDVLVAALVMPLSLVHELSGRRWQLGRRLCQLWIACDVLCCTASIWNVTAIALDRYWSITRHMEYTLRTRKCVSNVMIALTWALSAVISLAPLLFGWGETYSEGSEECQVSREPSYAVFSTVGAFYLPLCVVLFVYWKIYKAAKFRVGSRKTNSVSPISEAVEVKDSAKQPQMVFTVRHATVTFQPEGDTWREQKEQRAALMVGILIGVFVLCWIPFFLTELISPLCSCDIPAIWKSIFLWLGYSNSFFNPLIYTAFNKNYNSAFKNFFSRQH
PKA-R1A act – activators of PKA-R1A holoenzyme, primary screen, biochemical, fluorescence polarization, Cy5-IP20, bovine R1A, mouse PKAc | PKA-R1A dissociation; scaled: DMSO 0%, 113 µM cGMP 100% | 0.083% of 340,000 active | activation, % at 11.4 µM | AID 504707, 2011;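 active = percent activation above the mean of all tested compounds plus 3 SD, cut at about 19% in these data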;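 also: higher means more PKAc released from R1A so a rise in polarization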
OPRM1-OPRD1 inv – inverse agonists of MOR-DOR heterodimerization, primary screen, cell-based, luminescence | Mu-type opioid receptor (Homo sapiens) + Delta-type opioid receptor (Homo sapiens), … | inhibition, % at 9.3 µM | cell-based MOR-DOR heterodimer luminescence, inverse agonism | 0.21% of 340,000 active; in the data active = inhibition above about 22%, passing the limit was not always enough;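 also: 0% = cells with DMSO and 100% = wells without cells with DMSO; values of inactives mirror those of a sister screen read the other way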
HTR5A inv ctr – HTR5A inverse agonists in luminescence cell assay, primary screen, counter-screen for OPRM1-OPRD1 heterodimer inverse agonist project, full-deck HTS | inhibition, % at 9.3 µM | HTR5A cell line, inverse agonism | AID 504634, 2011 | 0.083% of 340,000 active | 5-hydroxytryptamine receptor 5A (Homo sapiens), P47898; in the data active = inhibition mostly above about 23%, no sharp cut-off; inactive = mostly below about 18%;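 also: 0% = cells with DMSO and 100% = no-cell wells with DMSO; some compounds called inactive have numbers as strong as hits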
An asterisk follows results filed as active; / = no result given.

SMILES | Arr AP2 block | Pemphigus Ab inh | PKA-R2B activ | V-ATPase pHluor | MOR-DOR ag | DAGLB inhibitor | HTR5A ag | PKA-R1A act | OPRM1-OPRD1 inv | HTR5A inv ctr
COc1ccc2c(c1)CCCC21SC(NC(C)=O)=NN1C(C)=O (configuration not stated) | 13 | 95 | -5 | -1 | -2.3 | 2 | -1 | 1 | 11 | 2
Cc1cc(Br)c(NC(=O)COC(=O)C2CCCCC2)c(Br)c1 | -7 | / | -6 | 1 | -1.7 | -5 | 2 | -9 | 7 | -4
COc1ccc(/C(O)=C2\C(=O)C(=O)N(c3cc(C)on3)C2c2ccc(OC)c(OC)c2)cc1OC (configuration not stated) | -1 | 101 | -6 | 4 | -1.2 | 1 | 1 | -8 | 7 | -2
O=C(NCc1ccc(N2CCCC2=O)cc1)c1cccc(Cl)c1 | 3 | 95 | -4 | 2 | -1.3 | 1 | 0 | -8 | 7 | -1
COc1ccc(/C=C/C(=O)NC2CCS(=O)(=O)C2)cc1 (configuration not stated) | -11 | 102 | 0 | -1 | -1.4 | 1 | 6 | 0 | 9 | -18
N#Cc1nc(-c2ccc(F)cc2)oc1N1CCN(C(=O)c2ccco2)CC1 | -6 | 106 | -6 | -2 | -2.6 | 0 | -2 | -2 | 14 | 9
O=C(NC1CC2CCCC(C1)N2CC(=O)N1CCCc2ccccc21)C1CCCCC1 (configuration not stated) | 27 | / | -1 | -3 | 0.1 | -2 | 3 | 3 | -1 | -20
O=C(NCc1ccccc1)c1ccc(N2C(=O)C3CCCCC3C2=O)cc1 (configuration not stated) | 9 | 107 | -7 | 0 | -2.7 | 2 | -2 | -11 | 14 | -10
O=C1N/C(=C/c2ccc(N3CCCC3)cc2)C(=O)N1c1ccccc1 | 5 | 105 | 0 | 0 | 1.2 | 9 | 0 | -3 | -7 | 0
OCCNc1ncnc2c1sc1nc(N3CCOCC3)c3c(c12)CCC3 | -5 | 105 | 3 | 2 | -0.7 | -2 | -5 | -7 | 3 | 1
O=C(O)C1SCCN1S(=O)(=O)c1ccc2ccccc2c1 (configuration not stated) | 6 | / | -10 | -1 | -0.2 | -1 | -3 | -4 | 1 | 9
Cc1cc(C)nc(Sc2ccc(/C=C(\C#N)C(N)=O)o2)n1 | 6 | 110 | -6 | 0 | -2.0 | 1 | 0 | -2 | 11 | 1
CC(C)Cn1c(-c2ccccc2F)n[nH]c1=S | 2 | 98 | -11 | -1 | -1.7 | -2 | -5 | 1 | 8 | 11
Fc1ccc(-c2nc3ccccn3c2NCc2ccc3c(c2)OCO3)cc1 | 12 | 100 | 2 | -3 | 4.5 | 2 | 5 | 0 | -24 | -13
Cc1ccc(/C=N/NC(=O)c2ccncc2)cc1 | 10 | 113 | -2 | -1 | -1.4 | -1 | -1 | 7 | 7 | 4
Cc1ccc(NC(=S)NNC(=O)c2cccc([N+](=O)[O-])c2)cc1Cl | -11 | 112 | 9 | 11 | -4.3 | 14 | -4 | -12 | 23 | -3
Cc1cc(-c2cc(C(=O)NCc3ccccc3)on2)nc(NC2CCCC2)n1 | 5 | 102 | -10 | -2 | -0.7 | -8 | -2 | -3 | 4 | 0
CC1(C)CC(=O)C(C(=S)Nc2ccccc2)=C(NC2CC(C)(C)NC(C)(C)C2)C1 | 6 | 89 | 0 | -6 | 0.1 | -3 | -1 | 4 | -1 | 2
COC(=O)c1cc(C(=O)Nc2cc(C)on2)cc([N+](=O)[O-])c1 | -6 | 112 | -5 | 1 | -2.1 | -1 | 8 | 7 | 10 | -29
CC(C)(C)OC(=O)C[C@@H]1C/C=C\C[C@@H](CC(=O)N(CCO)Cc2ccccc2)C(=O)N2CCC[C@H]2COC1=O | 9 | 94 | 1 | 1 | -2.1 | 0 | 1 | 8 | 10 | -2
O=C(COC(=O)/C=C/c1ccc(C(F)(F)F)cc1)NC1CC1 | 37 | 96 | 5 | 1 | 0.7 | -1 | 4 | -5 | -4 | -12
Cc1cc(C)nc(SCC(=O)Nc2ncc(Cc3ccc(Cl)c(Cl)c3)s2)n1 | 35 | 82 | -5 | -4 | -0.7 | -2 | -5 | -2 | 4 | 6
O=C(NCCn1cccc1)c1cccc2ccccc12 | 20 | 101 | -2 | -2 | 0.1 | -3 | -2 | -5 | 0 | 6
COC(=O)N/N=C/c1ccc(-c2ccc(Cl)c(Cl)c2)o1 | 3 | 97 | 11 | -2 | 0.4 | -1 | 0 | 2 | -2 | 1
Cc1ccc(P(=O)(OCCN2CCOCC2)C(C)(C)C)o1 (configuration not stated) | -3 | 101 | 5 | 1 | -3.8 | 0 | 9 | -2 | 22 | 0

Carrying on.
SMILES | Arr AP2 block | Pemphigus Ab inh | PKA-R2B activ | V-ATPase pHluor | MOR-DOR ag | DAGLB inhibitor | HTR5A ag | PKA-R1A act | OPRM1-OPRD1 inv | HTR5A inv ctr
COC(=O)CN(n1cnnc1)S(=O)(=O)c1ccc(C)cc1 | -3 | / | 2 | -2 | -4.0 | -1 | 4 | 0 | 17 | 13
COc1cc2sc(C)nc2cc1C | -2 | / | 0 | 2 | 1.8 | 0 | 0 | -3 | -8 | 0
N#Cc1c(-c2ccccc2)cc(-c2ccccc2)nc1SCc1nnc(-c2ccccc2)o1 | 6 | 99 | 1 | 3 | 1.0 | 1 | 13* | -15 | -6 | 3
CCOc1ccc(NC(=S)N2CCC(N(C)CCN3CCOCC3)CC2)cc1 | 5 | 101 | -11 | -1 | 0.0 | 1 | -5 | -9 | 0 | 17
CCOC(=O)c1c(NC(=O)CSc2nnc3c(n2)[nH]c2ccc(F)cc23)sc(C(C)=O)c1C | 42 | 98 | 1 | -2 | -2.5 | 1 | -1 | 0 | 12 | 23
O=C(C1CCC(=O)N1Cc1ccccc1Cl)N1CCN(c2ccc(F)cc2)CC1 (configuration not stated) | 8 | 108 | -16 | 0 | -1.4 | -2 | 0 | 3 | 8 | -35
COc1cc(N=Nc2cccc(S(N)(=O)=O)c2)c2ccccc2c1N | 29 | 87 | -11 | 1 | -0.9 | 26 | -4 | -14 | 5 | 16
CCOC(=O)/C=C1/SCC(=O)N1CC(=O)Nc1ccc2c(c1)CCC2 | 19 | 97 | -2 | 0 | -0.8 | -1 | 4 | -15 | 4 | -15
O=[N+]([O-])c1ccc2c(c1)nc1n2CCN(CC2CCCO2)C1 (configuration not stated) | -4 | 107 | -13 | 0 | / | -3 | / | -7 | / | /
O=C(Nc1cccc(-c2nnc(-c3ccco3)o2)c1)C(c1ccccc1)c1ccccc1 | 2 | 96 | -14 | -2 | -0.4 | -3 | 1 | -16 | 2 | -15
CCN(c1ccccc1)S(=O)(=O)c1ccc(NC(=O)c2ccco2)cc1 | 2 | 115 | -4 | 1 | -2.9 | -1 | -3 | -2 | 14 | 34
COc1ccccc1NC(=O)CCC(=O)OCc1cccc([N+](=O)[O-])c1 | -7 | 95 | -4 | -2 | -2.6 | -2 | -4 | -11 | 13 | 9
C=CCOc1nc(-c2ccccc2Cl)nc2ccccc12 | -9 | / | 1 | -2 | 2.7 | -9 | -7 | -13 | -13 | -5
COc1cc2c(cc1OC)C(C)N(CCN1C(=O)c3ccccc3C1=O)CC2 (configuration not stated) | 5 | 91 | -4 | 1 | -1.5 | 1 | -2 | 9 | 8 | 7
O=C(CCSc1nnc(-c2ccc(O)cc2)o1)N1CCOCC1 | 2 | 101 | 1 | -3 | -3.8 | 5 | -3 | -3 | 20 | 9
Cc1ccc(S(=O)(=O)/N=C(/Nc2ccc3[nH]c(=O)[nH]c3c2)c2ccccc2)cc1 | -9 | 102 | -10 | -2 | -1.5 | -1 | 3 | 3 | 8 | -9
OCC1(Cc2ccccc2)CCCN(C2CCCC2)C1 (configuration not stated) | 16 | 102 | 6 | 2 | -3.0 | 2 | 2 | -9 | 16 | 1
COc1ccc(Nc2nc(N3CCOCC3)nc(N3CCOCC3)n2)cc1Cl | 15 | 113 | 12 | 0 | 1.2 | -1 | -5 | 7 | -6 | -1
CC1CCCN(S(=O)(=O)c2ccc(NC(=O)CN3C(=O)NC(C)(c4ccccc4)C3=O)cc2)C1 (configuration not stated) | 21 | 102 | -13 | -1 | -1.3 | -2 | 5 | 3 | 9 | -15
O=c1cc2c(nn1Cc1ccc(Cl)cc1Cl)-c1ccccc1CC2 | 10 | 107 | -10 | 3 | 3.0 | -1 | -1 | -16 | -16 | -22

In a second layout: entries from further up
Structure,Arr AP2 block,Pemphigus Ab inh,PKA-R2B activ,V-ATPase pHluor,MOR-DOR ag,DAGLB inhibitor,HTR5A ag,PKA-R1A act,OPRM1-OPRD1 inv,HTR5A inv ctr
COc1ccccc1NC(=O)CCC(=O)OCc1cccc([N+](=O)[O-])c1,-7,95,-4,-2,-2.6,-2,-4,-11,13,9
C=CCOc1nc(-c2ccccc2Cl)nc2ccccc12,-9,/,1,-2,2.7,-9,-7,-13,-13,-5
COc1cc2c(cc1OC)C(C)N(CCN1C(=O)c3ccccc3C1=O)CC2 (configuration not stated),5,91,-4,1,-1.5,1,-2,9,8,7
O=C(CCSc1nnc(-c2ccc(O)cc2)o1)N1CCOCC1,2,101,1,-3,-3.8,5,-3,-3,20,9
Cc1ccc(S(=O)(=O)/N=C(/Nc2ccc3[nH]c(=O)[nH]c3c2)c2ccccc2)cc1,-9,102,-10,-2,-1.5,-1,3,3,8,-9
OCC1(Cc2ccccc2)CCCN(C2CCCC2)C1 (configuration not stated),16,102,6,2,-3.0,2,2,-9,16,1
COc1ccc(Nc2nc(N3CCOCC3)nc(N3CCOCC3)n2)cc1Cl,15,113,12,0,1.2,-1,-5,7,-6,-1
CC1CCCN(S(=O)(=O)c2ccc(NC(=O)CN3C(=O)NC(C)(c4ccccc4)C3=O)cc2)C1 (configuration not stated),21,102,-13,-1,-1.3,-2,5,3,9,-15
O=c1cc2c(nn1Cc1ccc(Cl)cc1Cl)-c1ccccc1CC2,10,107,-10,3,3.0,-1,-1,-16,-16,-22
